NPC1 prom act: activators of NPC1 promoter. AID 485313. Potency, µM (highest dose often 9.22 µM), without a hit: at the top dose activation, actives largely listed as activators. Huh7 NPC1 promoter luciferase reporter, 24 h. actives 2.4% (n = 320,000);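 further: % of control where 0% means no effect; nearly all actives have a fitted effect of over 60% in size; reporter is driven by a mutant NPC1 promoter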
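NPC1 promoter–luciferase Huh7 cells; 24 h compound; luminescence.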
BRCA1 expr act: BRCA1 expression activation; MCF7-BRCA1-FFLuc reporter, luminescence, 48 h; response scale: scaled: vehicle 0%, 10 µM genistein 100%; Potency, µM (top dose mostly 46.1 µM), inactives show at the highest dose activation, hits mostly activators; actives 1.1% (n = 380,000); AID 624202; further: nearly all actives have a fitted effect of over 80% in size; some results filed as inactive show a strong effect at the top dose
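Compounds are tested at multiple concentrations on MCF7 BRCA1-luciferase reporter cells seeded at 2000 per well; after 48 h, a single luminescence end-point is taken and curves fitted to the normalized data.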
RORgamma inh: ROR gamma (mouse) transcription inhibition; Potency, µM (highest dose often 53.6 µM), without a hit: at the highest dose activity change, negative = inhibition, actives largely listed as inhibitors; AID 2551; Drosophila S2 Gal4-RORgamma UAS-luciferase reporter, 20 h; actives 5.4% (n = 310,000); further: on the % scale 0 is the no-effect control and ±100 the full control effect; nearly all actives have a fitted effect of over 60% in size
Target sequence (P51450 whole entry, looked up, the tested form may be a part): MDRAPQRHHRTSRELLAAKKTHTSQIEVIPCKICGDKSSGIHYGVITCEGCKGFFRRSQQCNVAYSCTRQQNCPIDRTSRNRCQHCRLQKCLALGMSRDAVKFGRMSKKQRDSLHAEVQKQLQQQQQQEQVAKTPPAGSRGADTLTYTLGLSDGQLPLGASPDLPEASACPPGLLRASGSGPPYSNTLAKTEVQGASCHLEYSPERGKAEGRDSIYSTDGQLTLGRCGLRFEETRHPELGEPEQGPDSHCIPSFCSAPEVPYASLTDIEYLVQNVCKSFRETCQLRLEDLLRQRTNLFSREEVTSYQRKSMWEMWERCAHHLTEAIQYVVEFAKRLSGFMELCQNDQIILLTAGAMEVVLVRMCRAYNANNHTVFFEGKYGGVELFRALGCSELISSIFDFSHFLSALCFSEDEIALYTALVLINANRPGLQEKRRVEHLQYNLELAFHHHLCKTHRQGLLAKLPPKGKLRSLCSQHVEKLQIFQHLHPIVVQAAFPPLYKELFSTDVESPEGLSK
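A Gal4/UAS one-hybrid system in insect cells: metallothionein-promoter Gal4–ROR gamma fusion plus Photinus luciferase reporter. Copper sulfate 700 uM final, 20 hr ambient incubation, luminescent detection after 10 min with reagent.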
FLuc counter: firefly luciferase modulation, counter-screen for miR-21 project; P08659; purified FLuc, Km substrates, luminescence inhibition; Potency, µM (top dose mostly 57.5 µM), without a hit: at the top dose activity change, negative = inhibition, actives largely listed as inhibitors; actives 6.9% (n = 360,000);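 further: plate controls were vehicle for no effect and reference inhibitor for full effect; nearly all actives have a fitted effect of over 55% in size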
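Purified P. pyralis luciferase, 10 nM final, with Km-level 10 uM D-luciferin and 10 uM ATP in 50 mM Tris acetate pH 7.5, 10 mM Mg acetate, 0.01% Tween-20, 0.05% BSA; 6-point qHTS titration about 60 µM downward; luminescence read.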
VP16 counter: inhibits Gal4-VP16 luciferase reporter, ROR gamma counter-screen. Drosophila S2 Gal4-VP16 UAS-luciferase, luminescence, 20 h. Potency, µM (series often up to 53.6 µM), inactives show at the highest dose activity, negative = inhibition, actives largely listed as inhibitors. actives 3.5% (n = 310,000). AID 2546;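 further: Gal4-VP16 expression switched on by copper sulfate through the metallothionein promoter; on the % scale 0 is the no-effect control and ±100 the full control effect; nearly all actives have a fitted effect of over 50% in size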
uPA surface inh: blocks generation of uPA at the cell surface | actives 0.31% (n = 330,000) | cell surface uPA generation assay, qHTS | AID 540303 | Potency, µM (series often up to 38.3 µM), for the others: top-dose activity change, negative = inhibition, usual class: inhibitors; active means well fitted inhibition curve with a large enough effect; inconclusive means small, poorly fitted or top-dose-only effect; inactive means no such curve, though single readings can be large or run the other way; tested in mouse RAW 264.7 cells; further: on the % scale 0 is the no-effect control and ±100 the full control effect; nearly all actives have a fitted effect of over 55% in size
ELG1 genotoxic: inducers of genotoxicity in HEK293T ELG1-luciferase cells; HEK293T ELG1-luciferase reporter, luminescence, 16 h; Potency, µM (series often up to 46 µM), without a hit: at the top dose activity change, positive = activation, actives largely listed as activators; actives 1.3% (n = 330,000); AID 504466; further: % of control where 0% means no effect; nearly all actives have a fitted effect of over 60% in size
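Quantitative HTS format in 1536-well plates. HEK293T ELG1-luciferase reporter cells receive test compound and are incubated 16 hr at 37 °C, 5% CO2; ONE-Glo added, 30 min room temperature, then luminescence read.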
MBNL1-CUG inh: inhibitors of human MBNL1 binding to CUG repeat RNA; Q9NR56; TR-FRET MBNL1-His/biotin-(CUG)12 binding, 665/545 ratio; Potency, µM (titrated, usually from 57.5 µM), for inactives: at the highest dose activity change, negative = inhibition, actives largely listed as inhibitors; actives 0.036% (n = 280,000); active means well fitted inhibition curve with a large enough effect in the signal ratio, with a control signal flat, not every such curve was filed as active; inconclusive means small, poorly fitted or top-dose-only effect, or effect the other way, or a change in a side signal; inactive means no such curve, though single readings can be large or run the other way; the % refers to the signal ratio; further: on the % scale 0 is the no-effect control and ±100 the full control effect
Target sequence (Q9NR56 whole entry, looked up): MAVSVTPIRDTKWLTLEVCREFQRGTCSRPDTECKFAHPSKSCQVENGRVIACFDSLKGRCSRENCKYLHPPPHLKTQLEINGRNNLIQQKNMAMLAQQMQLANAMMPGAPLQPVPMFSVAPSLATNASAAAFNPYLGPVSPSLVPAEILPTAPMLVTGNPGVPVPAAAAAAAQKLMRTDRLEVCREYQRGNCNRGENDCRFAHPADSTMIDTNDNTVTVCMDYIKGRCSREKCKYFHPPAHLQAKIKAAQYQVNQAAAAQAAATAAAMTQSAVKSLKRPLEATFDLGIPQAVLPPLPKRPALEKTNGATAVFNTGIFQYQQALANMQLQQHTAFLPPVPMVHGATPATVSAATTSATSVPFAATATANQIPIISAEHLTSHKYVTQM
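His-tagged MBNL1 binding to biotinylated (CUG)12 RNA was measured by TR-FRET using terbium anti-His antibody (0.055 ng/ul final) and streptavidin-XL665 (5 nM final). Compounds were titrated 92 nM to 58 uM; 60 min at room temperature.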
p53 reactivation: mutant p53 re-activation in reporter cells; H1299 p53-A138V BP100-luciferase reporter, luminescence, 24 h; Potency, µM (titrated, usually from 92.2 µM), for the others: at the highest dose activity change, positive = activation, hits mostly activators; actives 0.063% (n = 320,000); AID 504706; further: % of control where 0% means no effect; nearly all actives have a fitted effect of over 45% in size
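H1299 (p53-null), stable ts p53-A138V + BP100-Luc; 1000 cells/well, Opti-MEM/10% FBS; cpd 4 pt, 1:5; 24 h, 37 deg C, 5% CO2; detection reagent 10 min RT; luminescence.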
Rab9 promoter act: activators of Rab9 promoter | AID 485297 | actives 2.8% (n = 320,000) | Potency, µM (series often up to 9.22 µM), without a hit: top-dose activation, negative = inhibition, most hits filed as activators | Huh7 Rab9 promoter-luciferase reporter, luminescence, 24 h; further: % of control where 0% means no effect; nearly all actives have a fitted effect of over 60% in size
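Luciferase signal after 10 min detection reagent at ambient indicates Rab9 promoter upregulation; stably transfected Huh7 cells were treated 24 h with compound in DMSO at 37 °C, 5% CO2.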
The depositor's hits bear a star; ? = inconclusive; / = no result given; [ ] = dose if it differs, or a comment. Unless noted, the call rests on the fitted dose curve; in most records, active means well fitted curve in the direction sought with a large enough effect; inconclusive means small, poorly fitted or top-dose-only effect, or another doubt; inactive means no such curve, though single readings can be large; an effect the other way counts as inactive or inconclusive. Potency means the concentration at half of the fitted maximal effect.

no.	smiles	NPC1 prom act	BRCA1 expr act	RORgamma inh	FLuc counter	VP16 counter	uPA surface inh	ELG1 genotoxic	MBNL1-CUG inh	p53 reactivation	Rab9 promoter act
1	CN(C(=O)COc1ncnc2sccc12)c1ccccc1	0.6%	1.2%	22.2%	-0.8%	-0.8%	-2.5%	1.2%	-8.4%	1.6%	-12.6%
2	CC(=O)Nc1nnc(/C=C/c2cccc([N+](=O)[O-])c2)s1	9.7%	12.4%	1.2%	5.4%	6.4%	-1.9%	1.3%	9.3%	/	20.0%
3	CC(=O)c1nn(-c2cccc(Br)c2)cc1C(=O)c1ccc2ccccc2c1	-2.1%	3.5%	8.9%	-0.3%	1.1%	1.2%	4.2%	-8.7%	1.5%	-11.1%
4	O=C(CCc1nc(-c2ccccc2F)no1)NCCc1ccccc1Cl	1.7%	-19.8%	0.3%	5.1%	2.7%	13.6%	-7.3%	-6.6%	-5.0%	-7.2%
5	COC(=O)C1CCN(S(=O)(=O)CCNC(=O)c2ccc(F)cc2)CC1	-4.9%	-20.5%	/	1.1%	/	-3.9%	0.9%	/	4.5%	0.8%
6	COc1ccccc1CNC(=O)c1ccc(CNc2c(N3CCCC3)c(=O)c2=O)cc1	-1.9%	46.9%	2.8%	-2.4%	-14.9%	6.8%	3.3%	3.1%	0.6%	-6.9%
7	CCOc1ccc(C(C)=O)cc1CN1C(=O)NC(C)(C2CC2)C1=O (stereo not drawn)	-2.4%	-20.1%	4.1%	-1.5%	7.5%	-2.4%	7.4%	-7.4%	-5.8%	2.6%
8	CCOc1cc(N2CCOCC2)c(OCC)cc1NC(=O)c1ccc(C)cc1	-16.6%	3.1%	24.9%	-2.1%	?	7.1%	-16.0%	/	-1.8%	5.6%
9	COc1ccccc1-n1ccnc1SCC(=O)NC1CCCC1	-1.8%	1.9%	-5.5%	-0.3%	2.7%	10.3%	8.8%	-7.2%	-6.3%	-0.7%
10	CN(C)C(CNC(=O)CCNC(=O)c1ccccc1Cl)c1ccco1 (stereo not drawn)	-1.4%	12.9%	/	4.4%	/	0.4%	0.6%	/	-1.9%	0.1%
11	Nc1nonc1-n1nnc(C(=O)N/N=C/c2ccncc2)c1CSc1ccccc1	5.1%	-7.6%	0.0%	-2.4%	?	1.1%	-3.5%	19.7%	-12.2%	5.5%
12	Oc1ccc(-c2cnns2)c(O)c1	-27.1%	-32.2%	?	?	?	0.2%	0.1%	20.5%[11.5 µM]	-26.3%	-18.2%
13	Cn1nnnc1SCC(=O)Nc1ccccc1N1CCOCC1	-2.5%	2.9%	3.7%	2.4%	1.7%	5.6%	2.7%	-14.8%	-4.0%	-0.1%
14	N#Cc1c(-c2ccncc2)c2c([nH]c1=O)-c1ccccc1OC2	0.0%	/	-15.9%	2.7%	-0.2%	/	0.5%	14.6%	-3.6%	1.3%
15	CCOc1ccc(NC(=O)Nc2cc(C)ccc2F)cc1	3.16µM*	2.51µM*	28.2%	2.39µM*	6.6%	/	5.62µM*	-6.9%	?	1.12µM*
16	CCCCC(O)(CCCC)C(=O)NNc1ccccc1	1.0%	-21.7%	-31.9%	-2.3%	-3.2%	-2.5%	1.1%	-5.6%	7.9%	-2.6%
17	CC(=O)NCC(=O)N1CCC(n2nccc2NC(=O)CCCc2ccccc2)CC1	5.1%	-5.0%	34.3%	-23.8%	29.0%	5.3%	?	-1.4%	17.4%	15.1%
18	COc1ccc(N(C)S(=O)(=O)c2c(C)noc2C)c(OC)c1	-7.1%	-1.5%	-5.6%	-1.2%	1.1%	0.4%	-7.8%	-3.8%	-1.2%	-0.2%
19	COc1ccc(CNC(=O)COC(=O)c2cc3ccccc3cc2O)cc1OC	/	-18.9%	/	/	/	4.5%	0.6%	/	1.6%	/
20	CCOC(=O)C1=CN(c2cccc(F)c2)C=C(C(=O)OCC)C1c1cc(OC)c(O)c([N+](=O)[O-])c1	-3.1%	-37.5%	-3.5%	?	?	-7.4%	-4.7%	6.7%	-2.3%	1.0%
21	CC(=O)Nc1ccc(NC(=O)COC(=O)c2ccco2)cc1	-1.1%	-6.3%	1.4%	-5.6%	-8.0%	13.5%	1.4%	-7.2%	5.4%	0.6%
22	CC(C)(C)OC(=O)N[C@@H](Cc1ccccc1)C(=O)N1CCC(C(=O)N[C@@H](Cc2c[nH]c3ccccc23)C(=O)O)CC1	5.2%	-14.6%	-5.0%	-0.9%	-1.0%	6.2%	0.5%	-8.5%	8.0%	-2.0%
23	CC(=O)NC(CC(=O)NNC(=O)C(C)Oc1ccccc1F)c1ccccc1 (stereo not drawn)	-5.8%	-12.6%	/	-1.0%	/	13.4%	0.2%	/	1.7%	3.2%
24	O=C(c1snnc1-c1ccccc1)N1CCOCC1	-0.5%	-12.5%	8.6%	0.0%	-4.1%	0.8%	-0.4%	-9.9%	0.8%	-0.2%
25	Cc1ccc(S(=O)(=O)N(C)C)cc1-n1c(SCC(=O)Nc2ccccc2)nc2ccccc2c1=O	-4.1%	-33.4%	29.4%	0.5%	4.1%	2.2%	-0.4%	/	-7.7%	-4.9%
26	O=C(Nc1ccc(Cc2ccc(NC(=O)N3CCOCC3)cc2)cc1)N1CCOCC1	-1.0%	4.3%	9.8%[0.365 µM]	?	/	0.2%	14.8%	7.7%	12.7%	-2.2%
27	CCCCC(=O)Nc1ccccc1C(=O)OCC(=O)c1ccc2c(c1)OCCO2	29.4%	26.9%	?	1.2µM*	?	-6.2%	4.2%	5.3%	44.7µM*	?
28	O=C(Nc1ccccc1C(=O)O)c1ccc2c(c1)C(=O)N(c1cccc([N+](=O)[O-])c1)C2=O	0.9%	-10.1%	0.3%	26.9µM*	3.7%	1.6%	0.0%	5.9%	4.0%	-6.8%
29	Cc1cccc(-c2nsc(SCC(=O)NCc3ccc4c(c3)OCO4)n2)c1	-0.1%	26.0%	2.5%	-13.4%	-3.1%	0.1%	0.4%	-15.0%	17.5%	3.0%
30	COc1cc(-c2[nH]ncc2CN(C)Cc2nonc2C)cc(OC)c1OC	-1.1%	-11.9%	33.4%	-0.3%	-24.6%	7.3%	2.3%	-2.7%	-1.7%	-8.4%
31	COc1ccc(/C=C2/SC(=O)N(CCNC(=O)CC(NC(C)=O)c3ccccc3)C2=O)cc1 (stereo not drawn)	26.3%	0.0%	-1.8%	-26.5%	-5.4%	-1.0%	?	/	4.1%	?
32	COc1cccc(C2c3[nH]c4ccccc4c3C[C@H]3C(=O)N(C4CC4)CC(=O)N23)c1 (stereo partly drawn)	-4.9%	-10.0%	8.3%	0.3%	2.9%	-14.1%	0.1%	0.7%	3.8%	0.6%
33	COc1ccc(C(=O)OCC(=O)NC2CC2)cc1F	/	20.7%	/	/	/	-5.2%	2.9%	/	3.1%	/
34	CN(C(=O)CSc1nnc(-c2ccccc2)c(-c2ccccc2)n1)C1CCS(=O)(=O)C1 (stereo not drawn)	-3.2%	-12.9%	-10.9%	-2.4%	2.9%	-0.1%	1.7%	?	-2.7%	?
35	Cc1cc(C(=O)COC(=O)C2=COCCO2)c(C)n1-c1cccc(F)c1	1.41µM*	?	/	1.9µM*	/	-2.4%	?	/	?	0.562µM*
36	Cc1nc(C(F)(F)F)c(C(=O)N/N=C(\N)c2cccnc2)s1	-2.4%	-28.2%	-14.4%	-3.0%	11.9%	3.6%	0.1%	-1.1%	0.0%	17.5%
37	Cc1cc(C=NCCO)c(C)n1-c1cc(Cl)ccc1Cl	-2.5%	-0.9%	7.7%	-6.7%	-7.0%	7.9%	1.8%	-4.4%	-1.9%	2.6%
38	O=C(COC(=O)c1ccc2ccccc2n1)Nc1cccc(S(=O)(=O)NC2=NCCCCC2)c1	1.7%	-4.2%	26.1%	-15.6%	0.2%	6.9%	4.2%	?	0.0%	3.3%
39	Cc1coc2cc3oc(=O)c(CCC(=O)N4CCC(C(=O)O)(c5ccccc5)CC4)c(C)c3cc12	-4.5%	-14.8%	-21.5%	-9.0%	0.5%	0.6%	1.5%	1.9%	/	-4.8%
40	CCCC(=O)c1ccc(-c2ccccc2)cc1	5.9%	67.4%	1.4%	16.9µM*	2.3%	-0.9%	?	3.1%	6.4%	-0.1%
41	COC(=O)CSc1nc(-c2ccccc2)nc2ccc(F)cc12	2.7%	-0.1%[1.84 µM]	7.8%	-1.1%	-8.1%	1.4%	-0.4%	7.7%	-1.8%	0.5%
42	CSc1ncccc1C(=O)Nc1cccc(S(=O)(=O)N2CCCCCC2)c1	/	-33.5%	/	/	/	-8.4%	-5.3%	/	-8.9%	/

Screening data from PubChem BioAssay.
